Bioassay records: PubChem BioAssay, several laboratories
MrgX1 agonist = agonists of human MrgX1 receptor, primary screen, HEK293 cells, Fluo-4 calcium flux; Fluo-4 calcium fluorescence, agonist mode; stronger effect = higher value; B-score at 10 µM; 310,000 tested, 0.44% active; AID 588627, 2011;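 active means calcium response B-score plate-corrected fluorescence ratio at least 3 library SD, with starting fluorescence B-score inside 5 SD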
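Material: HEK293 cells stably expressing human MrgX1 receptor | Quantity: 15,000 cells per well | Times: Cells plated overnight, dye loaded 0.5 h 37 °C, 0.5 h room temperature | Measured by: Kinetic Fluo-4 NW fluorescence of intracellular calcium | Control set: Positive and negative controls per plate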
PolyA inhibitor = polyadenylation inhibitors in yeast reporter cells, primary screen, luminescence, S. cerevisiae; S. cerevisiae SKY197-pL101 polyadenylation reporter, beta-gal luminescence; efflux-impaired pdr1/pdr3 knockout yeast; score 100 = 6 SD above DMSO; calls only at 12 µM; 300,000 tested, 0.02% active;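 active means lowest replicate activity score at least 50, where 100 means six control SD above control mean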;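 further: yeast exposed to compound for 9 h at 30 °C; higher score means more reporter readthrough which indicates perturbed polyadenylation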
TRPC4 inh = inhibitors of mouse TRPC4 channel, primary screen, Fluo4 calcium, HEK293 TRPC4beta/mu-opioid cells | Short transient receptor potential channel 4 (Mus musculus), Q9QUQ5 | 300,000 tested, 0.39% active | DAMGO-evoked Fluo4 calcium flux; stronger effect = lower value | B-score at 10 µM;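 active means B-score over 3 SD under the library average, no early fluorescence shift, positive overall ratio signal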
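Assay system – HEK293 line stably carrying TRPC4beta and mu-opioid receptor · Doses – single dose · Detection – Fluo4 calcium-dye fluorescence, kinetic read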
TRPC4 agonist = activators of mouse TRPC4 channel, primary screen, Fluo4 calcium, HEK293 TRPC4beta/mu-opioid cells. Short transient receptor potential channel 4 (Mus musculus), Q9QUQ5. Fluo4 calcium fluorescence; stronger effect = higher value. B-score at 10 µM. 310,000 tested, 0.49% active. AID 2237, 2010;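 active means B-score above 5 SD of library B-scores, and initial fluorescence ratio not above library mean plus 5 SD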;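 further: positive B-score marks a calcium rise read as TRPC4 activation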
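Assay system – TRPC4beta and mu-opioid receptor HEK293 stable cells · Measured by – Fluo4 fluorescence, kinetic · Schedule – dye loading 45 min room temperature, 110 s kinetic read · Read-out – B-scored integrated calcium fluorescence ratio · Controls – buffer and maximal DAMGO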
HIF act = HIF pathway transcriptional activators, primary screen, cell-based, U2OS HRE-luciferase, luminescence; U2OS HRE-luciferase reporter; normalized: DMSO 0%, desferrioxamine 100%; activation, % at 7.5 µM (by protocol); 300,000 tested, 0.32% active; AID 1910, 2009;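 active means mean activation of at least 10% of the iron chelator positive control signal, with at least half of replicates also reaching 10%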
TRPC4 potent = positive allosteric modulators of TRPC4, primary screen, cell-based, mouse TRPC4beta, HEK293 mu-opioid, Fluo-4 calcium | Short transient receptor potential channel 4 (Mus musculus), Q9QUQ5 | B-score at 10 µM | 310,000 tested, 0.42% active | DAMGO EC20, Fluo-4 Ca2+ flux; stronger effect = higher value;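 active means B-score of calcium response area above 5 SD of library B-scores, with initial fluorescence ratio within 5 SD of library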;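 further: B-score of integrated fluorescence ratio over time as area under calcium response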
TRPC6 inhibitor = mouse TRPC6 channel inhibitors, primary screen, cell-based, HEK293, membrane potential dye; ACh-evoked depolarization; stronger effect = lower value; 310,000 tested, 1.1% active; B-score at 10 µM; AID 2553, 2010;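 active means B-score under library mean minus 3 SD, initial fluorescence not abnormally high, positive integrated signal ratio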;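 further: B-score derived from integrated fluorescence ratio over the kinetic read; more negative B-score means stronger inhibition of depolarization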
Target sequence (Q61143 whole entry, looked up): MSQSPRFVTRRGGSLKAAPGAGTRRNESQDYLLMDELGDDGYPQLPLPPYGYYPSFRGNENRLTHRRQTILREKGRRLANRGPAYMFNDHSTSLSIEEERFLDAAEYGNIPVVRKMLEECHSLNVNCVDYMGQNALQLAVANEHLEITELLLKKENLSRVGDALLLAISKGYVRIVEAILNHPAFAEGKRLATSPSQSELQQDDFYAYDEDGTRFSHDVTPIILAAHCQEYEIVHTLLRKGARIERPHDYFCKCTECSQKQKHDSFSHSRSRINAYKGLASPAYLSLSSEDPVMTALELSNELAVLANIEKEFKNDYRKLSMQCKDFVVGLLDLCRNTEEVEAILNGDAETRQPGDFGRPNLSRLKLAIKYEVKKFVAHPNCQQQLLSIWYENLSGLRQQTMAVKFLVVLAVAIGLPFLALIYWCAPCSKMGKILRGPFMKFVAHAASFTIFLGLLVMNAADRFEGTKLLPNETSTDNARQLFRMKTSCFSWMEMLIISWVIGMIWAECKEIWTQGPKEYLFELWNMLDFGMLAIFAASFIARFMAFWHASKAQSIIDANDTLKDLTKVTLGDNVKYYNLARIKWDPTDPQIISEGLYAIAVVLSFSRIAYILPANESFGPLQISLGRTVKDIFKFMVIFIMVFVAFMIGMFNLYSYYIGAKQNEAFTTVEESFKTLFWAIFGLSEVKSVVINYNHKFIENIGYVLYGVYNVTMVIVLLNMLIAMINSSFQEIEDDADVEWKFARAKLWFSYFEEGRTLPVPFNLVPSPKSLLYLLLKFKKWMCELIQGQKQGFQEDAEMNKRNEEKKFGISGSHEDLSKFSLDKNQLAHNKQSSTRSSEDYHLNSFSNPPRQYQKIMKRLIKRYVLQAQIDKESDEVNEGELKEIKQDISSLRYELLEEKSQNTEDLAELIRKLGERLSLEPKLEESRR
AI-2 QS mod = Vibrio harveyi AI-2 quorum sensing modulators, primary screen, JMH597 strain, luminescence/OD600 ratio | 300,000 tested, 0.4% active | Vibrio harveyi JMH597 AI-2 luminescence/OD600 ratio, 9 h; stronger effect = lower value; strain lacks LuxN and CqsS sensors; 0 = neutral-control median | activity change, % at 7.5 µM; in the data active means activity change below about -75%, passing the limit was not always enough;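 further: luminescence divided by OD600 gain over 9 h not by final OD600 alone; inactives centre near 13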
MrgX1 PAM = positive allosteric modulators of MrgX1, primary screen, HEK293 cells, Fluo-4 calcium flux. Mas-related G-protein coupled receptor member X1 (Homo sapiens), Q96LB2. FDSS; stronger effect = higher value. B-score at 10 µM. 310,000 tested, 0.63% active;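 active means plate-corrected calcium response at least 3 library SD above typical, normal starting fluorescence, not activating the receptor alone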;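 further: compound read alongside a low EC10 to EC30 dose of BAM8-22 agonist; peak minus trough fluorescence over baseline measured at the second addition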
TRPC6 activator = mouse TRPC6 channel activators, primary screen, cell-based, HEK293, membrane potential dye; 310,000 tested, 0.13% active; HEK293-TRPC6 membrane potential dye fluorescence; stronger effect = higher value; B-score at 10 µM; AID 2550, 2010;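 active means B-score of the integrated fluorescence ratio above library mean plus 3 SD, and starting fluorescence ratio within library mean plus 5 SD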;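 further: higher score means more depolarization so channel activation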
MrgX1 antagonist = antagonists of human MrgX1 receptor, primary screen, HEK293 cells, Fluo-4 calcium flux | AID 588676, 2011 | B-score at 10 µM | Mas-related G-protein coupled receptor member X1 (Homo sapiens), Q96LB2 | BAM8-22 antagonism; stronger effect = lower value | 310,000 tested, 1.3% active;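 active means calcium-response B-score plate-corrected more than 3 library SD below zero, starting fluorescence within 5 deviations, no agonist response on first addition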;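 further: peak minus trough fluorescence over baseline after final BAM8-22 challenge near maximal dose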
The depositor's hits bear a star; i = inactive; . = no result given. Not all compounds are listed. The share of hits here may be higher or lower than overall.

compound	MrgX1 agonist	PolyA inhibitor	TRPC4 inh	TRPC4 agonist	HIF act	TRPC4 potent	TRPC6 inhibitor	AI-2 QS mod	MrgX1 PAM	TRPC6 activator	MrgX1 antagonist
Cc1nn(-c2ccccc2Cl)c(Cl)c1/C=N/Nc1nc2ccccc2s1	i	i	i	i	-3.2	i	i	6.1	i	i	i
CC(NC(=O)c1ccc(OC2CCN(Cc3ccccn3)CC2)cc1)c1ccccc1 (stereo unspecified)	i	i	i	i	-0.3	i	i	11.4	i	i	i
CCN(CC)C(=O)C1CCCN(C/C(C)=C/c2ccccc2)C1 (stereo unspecified)	i	i	i	i	0.0	i	i	12.5	i	i	i
Cc1ccc(Nc2nc(N)nc(CC#N)n2)cc1	i	i	i	i	4.4	i	i	-5.9	i	i	i
COCCn1c(SCC(=O)c2ccc(F)cc2)nnc1C(C)C	i	i	i	i	-1.5	i	i	-3.3	i	i	i
CC(C)OC(=O)CC(=O)CSc1nc2c(cc1C#N)CCCCC2	i	i	i	i	1.1	i	i	22.9	i	i	i
Cc1cc(=O)oc2c3c(cc(OCC(=O)N[C@@H](CC(C)C)C(=O)O)c12)OC(C)(C)CC3	i	i	i	i	-0.4	i	i	5.2	i	i	i
O=C(/C=C/c1ccccc1)NC(=S)NNC(=O)c1cnccn1	i	i	i	i	-1.2	i	i	-7.6	i	i	i
COc1ccc(N2C(=O)C(CC(N)=O)N(NC(=O)CCc3ccccc3)C2=O)cc1 (stereo unspecified)	i	i	i	i	0.3	i	i	21.7	i	i	i
O=C(NC1CCCC1)C1CCC(=O)N1C1CCCCC1 (stereo unspecified)	i	i	i	i	-0.7	i	i	40.7	i	i	i
Cc1cc(NC(=O)COC(=O)CCCOc2ccc(Cl)cc2C)no1	i	i	i	i	-36.8	i	i	16.7	i	i	i
Clc1cccc(OCCCn2ccnc2)c1	i	i	i	i	-1.5	i	i	12.3	i	i	i
O=C(N/N=C/c1ccc(O)c2ccccc12)c1cccnc1	i	i	i	i	0.1	i	i	25.4	i	i	i
CC(C)N(C(=O)c1ccc2nc(-c3ccccc3)c(-c3ccccc3)nc2c1)C(C)C	i	i	i	i	-0.4	i	i	50.1	i	i	i
C=C1CC2C3CC[C@@]4(OCOC45COCO5)[C@@]3(C)C(O)CC2[C@@]2(C)CCC(=O)C=C12 (stereo partly specified)	i	i	i	i	0.6	i	i	29.4	i	i	i
NC(=O)CN1N=C(c2cc(Cl)sc2Cl)CSC1=O	i	i	i	i	0.0	i	i	3.8	i	i	i
O=C(Nc1ccc(Cl)cn1)c1cccc2c(Br)cccc12	i	i	i	i	-2.6	i	i	-0.1	i	i	i
COc1cccc(C(=O)NCC2(c3ccccc3)CCCC2)c1	i	i	i	i	0.2	i	i	1.7	i	i	i
O=C(CNC(=O)c1ccccc1F)NCCOc1cccc(Cl)c1Cl	i	i	i	i	-0.7	i	i	0.2	i	i	i
N#Cc1c(SCC(N)=O)nc2c(c1-c1ccc(O)cc1)CCCC2	i	i	i	i	0.0	i	i	30.7	i	i	i
O=C(COC(=O)c1nc(-c2ccccc2)n(-c2cccc(C(F)(F)F)c2)n1)NCc1cccs1	i	i	i	i	0.1	i	i	12.9	i	i	i
C#CCNC(=O)C1=C[C@@H](C)C[C@@H](OCc2ccc(CO)cc2)O1	i	i	i	i	0.3	i	i	7.2	i	i	i
COc1ccc(C)cc1NC(=O)c1cccc(C(=O)Nc2cc(C)ccc2OC)n1	i	i	i	i	-0.7	i	i	6.9	i	i	i
CCOc1ccc(NC(=O)CN2CCc3cc4c(cc3C2)OCCCO4)cc1OCC	i	i	i	i	-0.3	i	i	9.2	i	i	i
CN(CCOc1ccc(Cl)cc1)C(=O)CN1C(=O)NC2(CCCCC2)C1=O	i	i	i	i	-1.1	i	i	15.4	i	i	i
COC(=O)CC1=NN(c2ccccc2)C(=O)C1	i	i	i	i	0.5	i	i	-2.4	i	i	i
Cc1cc(Cl)c(S(=O)(=O)NCC2CCCO2)cc1OCC(=O)NC1CCCCC1 (stereo unspecified)	i	i	i	i	0.2	i	i	12.8	i	i	i
CC(C)(C)SCCNS(=O)(=O)c1ccccc1	i	i	i	i	-0.2	i	i	34.4	i	i	i
CCC(C)NC(=O)CCn1c(=O)c2cccn2c2ccc(F)cc21 (stereo unspecified)	i	i	i	i	-1.7	i	i	23.0	i	i	i
CCOC(=O)c1sc(NC(=O)Cc2ccccc2OC)nc1C	i	i	i	i	-0.3	i	i	-3.4	i	i	i
O=C(CC1SCCNC1=O)Nc1ccc(Cl)cc1 (stereo unspecified)	i	i	i	i	2.3	i	i	-15.0	i	i	i
Cc1ccc(C(=O)NC(C)C2CCCO2)o1 (stereo unspecified)	i	i	i	i	0.2	i	i	5.5	i	i	i
O=C(c1ccc(NS(=O)(=O)c2ccc(F)cc2)cc1)N1CCCCCC1	i	i	i	i	-0.2	i	i	21.7	i	i	i
O=C1N/C(=N\S(=O)(=O)c2ccccc2)S/C1=C\c1cc([N+](=O)[O-])ccc1O	i	i	i	i	-0.3	i	i	14.7	i	26.7*	i
Cc1nn(Cc2c(F)cccc2Cl)c(C)c1NC(=O)C1CC1	i	i	i	i	-51.2	i	i	-2.7	i	i	i
COc1ccc(C(=O)Nc2ccc(OCc3ccccc3)cc2)cc1[N+](=O)[O-]	i	i	i	i	-0.2	i	i	46.5	i	i	i
CN(C(=O)CN1C(=O)S/C(=C\c2ccccc2F)C1=O)C1CCS(=O)(=O)C1 (stereo unspecified)	i	i	i	i	0.4	i	i	34.2	i	i	i
Cc1cc(C(=O)Nc2ccccc2C(=O)O)c(C)o1	i	i	i	i	-1.1	i	i	13.8	i	i	i
COCCCN(CC(=O)O)S(=O)(=O)c1cccc(Cl)c1	i	i	i	i	-0.3	i	i	15.9	i	i	i
COc1ccc(OCC(=O)N2CC3(C)CC2CC(C)(C)C3)cc1 (stereo unspecified)	i	i	i	i	-0.2	i	i	34.0	i	i	i

Quoted from the listing:
Entry for `Cc1ccc(C(=O)NC(C)C2CCCO2)o1` (stereo unspecified) under AI-2 QS mod: 5.5
Entry for `O=C1N/C(=N\S(=O)(=O)c2ccccc2)S/C1=C\c1cc([N+](=O)[O-])ccc1O` under HIF act: -0.3

Carrying on:
compound	MrgX1 agonist	PolyA inhibitor	TRPC4 inh	TRPC4 agonist	HIF act	TRPC4 potent	TRPC6 inhibitor	AI-2 QS mod	MrgX1 PAM	TRPC6 activator	MrgX1 antagonist
CCC(C)(C)NC(=O)C(c1ccccn1)N(C(=O)c1csnn1)c1ccc(C)cc1 (stereo unspecified)	i	i	i	i	2.3	i	i	15.7	i	i	i
CS(=O)(=O)NCCCNc1ccc(C(F)(F)F)cc1[N+](=O)[O-]	i	i	i	i	-0.1	i	i	14.9	i	i	i
CCN(c1ccc(NC(=O)c2ccc(Cl)nc2)cc1)C(C)C	i	i	i	i	2.7	i	-6.53*	32.6	i	i	i
O=C(c1ccc(S(=O)(=O)N2CCCCC2)cc1)N1CCCC(C(F)(F)F)C1 (stereo unspecified)	i	i	i	i	-0.4	i	i	38.0	i	i	i
O=C(NCc1ccc2c(c1)OCO2)c1ccc(Br)s1	i	i	i	i	.	i	i	-28.2	i	i	i
CCC1(C)CC(CCNS(=O)(=O)c2ccc(C)cc2)(c2ccc(C)cc2)CCO1 (stereo unspecified)	i	i	i	i	-0.4	i	i	11.4	i	i	i
O=C(NCc1ccccc1)c1csc2c1CCCC2	i	i	i	i	0.2	i	i	6.5	i	i	i
O=C(Nc1nccs1)c1cccnc1	i	i	i	i	1.0	i	i	-13.2	i	i	i
CSc1nc(C)cc(Oc2ccc(=O)[nH]n2)n1	i	i	i	i	0.2	i	i	8.6	i	i	i
Cn1c(=NC(=O)C2CCCCC2)sc2cc([N+](=O)[O-])ccc21	i	i	i	i	3.0	i	i	16.9	i	i	i
CC(C)C(=O)N1CCC(n2nccc2NC(=O)CCc2ccccc2)CC1	i	i	i	i	0.0	i	i	6.3	i	i	i
COc1ccc(NC(=O)CNC(=O)Cc2ccccc2)cc1OC	i	i	i	i	1.0	i	i	10.2	i	i	i
O=c1c2ccccc2oc2cc(C#Cc3ccccn3)ccc12	i	i	i	i	-0.7	i	i	8.3	i	i	i
CC(C)(C)c1ccc(C(=O)Nn2cnnc2)cc1	i	i	i	i	-1.3	i	i	15.0	i	i	i
Cc1ccc(NC(=O)CS(=O)CC(=O)N2CCN(C3CCCC3)CC2)cc1 (stereo unspecified)	i	i	i	i	0.2	i	i	18.7	i	i	i
COc1ccc(-c2cnn3c(N)c(S(=O)(=O)C(C)(C)C)cnc23)cc1	i	i	i	i	0.5	i	i	23.3	i	i	i
Nc1nc(NC(=O)c2ccco2)nn1-c1ccccc1	i	i	i	i	1.2	i	i	39.4	i	i	i
COc1ccc(S(=O)(=O)N2CCN(c3ncccn3)CC2)cc1	i	i	i	i	-0.1	i	i	9.5	i	i	i
COc1c(C)cccc1C(=O)Nc1ccc(CN2CCCCC2)cc1	i	i	i	i	1.9	i	i	20.7	i	i	i
NC(=O)COC(=O)C(Cc1ccccc1)NS(=O)(=O)c1ccccc1F (stereo unspecified)	i	i	i	i	0.0	i	i	10.8	i	i	i
